# Screens from PubChem.
# HT1080NT lethal = kills 2HG-producing HT-1080-NT fibrosarcoma cells; HT-1080-NT fibrosarcoma viability, CellTiter-Glo ATP luminescence, 48 h; Potency, µM (highest dose often 46.1 µM), without a hit: top-dose activity, negative = less viability, most hits filed as cytotoxic; 1.6% of 360,000 active; AID 686970;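 also: NT is the 2HG producing partner of a matched IDH1 knockdown line; potency is read from the fitted curve at half-maximal effect; 0% = DMSO-treated cells and -100% = media-only wells without cells; nearly all actives have a fitted effect of over 55% in size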
#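 HT-1080-NT; 750 cells/well; 5% FBS RPMI; 48 h compound, 37 degrees C; CellTiter-Glo luminescence; curve fitting and curve-class assignment.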
# HT1080 IDH1KD tx = toxicity to HT-1080 IDH1 knockdown cells (counter line). 2% of 360,000 active. HT-1080 IDH1 knockdown viability, ATP luminescence, 48 h. Potency, µM (top dose mostly 46.1 µM), without a hit: at the highest dose activity, negative = toxicity, most hits filed as cytotoxic;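 also: potency is read from the fitted curve at half-maximal effect; 0% = DMSO wells and -100% = cell-free medium wells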
#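 CellTiter-Glo luminescence after 48 h compound exposure at 37 degrees C of IDH1-knockdown HT-1080 cells in 5% FBS RPMI. %Activity scaled between DMSO wells and cell-free media wells, with curves fitted and assigned curve classes.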
# WRN inhibitor = inhibitors of human WRN helicase. Q14191. WRN helicase unwinding, fluorescent forked duplex, kinetic. 0.46% of 360,000 active. Potency, µM (top dose mostly 114 µM), for the others: at the highest dose activity change, negative = inhibition, most hits filed as inhibitors; also: potency is read from the fitted curve at half-maximal effect; % is scaled to controls: 0 for no effect and ±100 for the full control effect; nearly all actives have a fitted effect of over 55% in size
# Target sequence (Q14191 whole entry, looked up): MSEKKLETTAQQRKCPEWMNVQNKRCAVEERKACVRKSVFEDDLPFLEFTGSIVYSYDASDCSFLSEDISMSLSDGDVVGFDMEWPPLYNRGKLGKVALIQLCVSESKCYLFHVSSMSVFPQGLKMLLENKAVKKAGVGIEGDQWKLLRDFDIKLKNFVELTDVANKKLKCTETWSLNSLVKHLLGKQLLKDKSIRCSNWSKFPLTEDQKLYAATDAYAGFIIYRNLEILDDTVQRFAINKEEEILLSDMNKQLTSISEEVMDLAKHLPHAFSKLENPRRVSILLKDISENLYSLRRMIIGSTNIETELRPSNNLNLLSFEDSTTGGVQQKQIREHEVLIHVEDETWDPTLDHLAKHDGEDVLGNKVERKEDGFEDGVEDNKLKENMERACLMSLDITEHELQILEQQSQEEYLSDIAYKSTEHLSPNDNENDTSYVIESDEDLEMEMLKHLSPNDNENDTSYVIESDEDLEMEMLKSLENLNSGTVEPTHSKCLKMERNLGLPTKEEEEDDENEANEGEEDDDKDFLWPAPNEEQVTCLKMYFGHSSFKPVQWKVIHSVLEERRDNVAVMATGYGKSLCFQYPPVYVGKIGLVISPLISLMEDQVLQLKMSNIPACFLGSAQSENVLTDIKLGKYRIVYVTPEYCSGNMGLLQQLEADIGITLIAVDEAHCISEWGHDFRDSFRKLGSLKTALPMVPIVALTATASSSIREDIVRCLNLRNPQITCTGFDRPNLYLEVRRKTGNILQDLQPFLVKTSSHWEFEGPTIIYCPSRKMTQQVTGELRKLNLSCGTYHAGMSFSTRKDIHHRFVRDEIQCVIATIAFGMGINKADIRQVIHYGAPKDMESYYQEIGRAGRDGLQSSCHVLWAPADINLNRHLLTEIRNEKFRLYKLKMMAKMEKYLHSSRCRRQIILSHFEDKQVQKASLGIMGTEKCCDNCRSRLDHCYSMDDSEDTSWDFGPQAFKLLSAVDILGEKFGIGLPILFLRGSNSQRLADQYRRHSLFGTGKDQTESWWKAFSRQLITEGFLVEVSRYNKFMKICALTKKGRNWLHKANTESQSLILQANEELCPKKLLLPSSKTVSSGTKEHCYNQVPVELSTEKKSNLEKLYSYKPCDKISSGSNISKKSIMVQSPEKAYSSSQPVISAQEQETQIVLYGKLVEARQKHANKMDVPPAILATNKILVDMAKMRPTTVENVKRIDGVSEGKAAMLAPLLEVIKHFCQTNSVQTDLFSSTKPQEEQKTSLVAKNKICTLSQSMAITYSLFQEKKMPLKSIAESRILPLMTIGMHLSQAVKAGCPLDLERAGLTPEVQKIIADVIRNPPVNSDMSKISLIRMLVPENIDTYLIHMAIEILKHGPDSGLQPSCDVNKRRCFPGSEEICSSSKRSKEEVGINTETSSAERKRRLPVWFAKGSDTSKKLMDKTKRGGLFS
#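 Fluorescence dequenching readout, ex 525 nm/em 598 nm, kinetic mode: forked duplex DNA (100 nM final) with adjacent fluorophore and quencher unwound by WRN (20 nM final) with 2 mM ATP. Compound preincubation 15 min, room temperature.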
# IL-1B inflam inh = inflammasome signaling inhibition, IL-1 beta readout. 4.7% of 360,000 active. activity change, % at 57.5 µM. AID 743279. THP-1 LPS/ATP IL-1B secretion, AlphaLISA, 16 h; hits give low values; in the data active = activity change below about -50%; inconclusive = mostly about -30% to -49%; also: % is scaled to controls: 0 for no effect and ±100 for the full control effect
#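 THP-1 cells pretreated 1 hr with compounds (up to 57.5 uM final), then stimulated with LPS (250 ng/mL final) plus ATP (1.25 mM final); secreted IL-1B measured by AlphaLISA after 16 hr, decreased signal indicating inhibition.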
# MCF10A rereplic = induces DNA re-replication in MCF 10a normal breast cells | MCF 10A DNA re-replication, Hoechst nuclear intensity, 48 h | AID 624296 | Potency, µM (top dose mostly 46.1 µM), inactives show top-dose activity, positive = re-replication, most hits filed as activators | 2.9% of 350,000 active; also: potency is read from the fitted curve at half-maximal effect; % of control where 0% means no effect; nearly all actives have a fitted effect of over 50% in size
# SW480 rereplic = induces DNA re-replication in SW480 colon adenocarcinoma cells | SW480 DNA re-replication, Hoechst DNA content imaging, 48 h | Potency, µM (series often up to 46.1 µM), for inactives: at the top dose re-replication activation, most hits filed as activators | 1.8% of 340,000 active | AID 624297; also: potency is read from the fitted curve at half-maximal effect; % of control where 0% means no effect; nearly all actives have a fitted effect of over 55% in size
#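 Readout is total intensity of Hoechst-stained nuclei, excited at 405 nm and collected at 500-530 nm. Compound treatment lasted 48 hr at 37 C in 5% CO2 before staining.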
# KB-3-1 tox = KB-3-1 parental cell cytotoxicity | KB-3-1 viability, CellTiter-Glo ATP luminescence, 72 h | 1.4% of 400,000 active | Potency, µM (highest dose often 46.1 µM), for inactives: top-dose activity change, negative = cytotoxic, usual class: cytotoxic | AID 1347075; also: potency is read from the fitted curve at half-maximal effect; % is scaled to controls: 0 for no effect and ±100 for the full control effect; nearly all actives have a fitted effect of over 60% in size
#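 Multi-concentration cytotoxicity screen in KB-3-1 cells grown in DMEM lacking phenol red with 10% FBS. After 72 h at 37 °C with compound, ATP-dependent luminescence was recorded.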
# ATXN2 expr inh = ATXN2 expression inhibition | HEK-293 ATXN2-luciferase reporter, luminescence, 24 h | Potency, µM (top dose mostly 57 µM), for inactives: at the highest dose activity change, negative = inhibition, usual class: inhibitors | 0.72% of 360,000 active | AID 1745845; also: potency is read from the fitted curve at half-maximal effect; % is scaled to controls: 0 for no effect and ±100 for the full control effect; nearly all actives have a fitted effect of over 55% in size
#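 qHTS (up to 57 uM final) was run with 24 h compound exposure of reporter cells at 37 °C. Each well was multiplexed: SteadyGlo luminescence measured ATXN2-luciferase expression after a fluorogenic Gly-Phe-AFC viability readout (25 uM final).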
# KB-V1 MDR tox = KB-V1 MDR subline cytotoxicity; Potency, µM (top dose mostly 46.1 µM), inactives show top-dose activity change, negative = cytotoxicity, most hits filed as cytotoxic; AID 1347076; KB-V1 MDR cells viability, CellTiter-Glo, 72 h; 3.4% of 400,000 active; also: potency is read from the fitted curve at half-maximal effect; % is scaled to controls: 0 for no effect and ±100 for the full control effect; nearly all actives have a fitted effect of over 60% in size
#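 qHTS viability screen in drug-selected KB-V1 MDR cells: 72 h compound treatment at 37 degrees C, ATP luminescence end point.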
# Starred values were filed as active, the others as inactive; ? = inconclusive; · = no result given; [ ] = dose if it differs, or a comment. Unless noted, calls follow the shape of the dose curve; as a rule, active = well fitted curve in the direction sought with a large enough effect; inconclusive = small, poorly fitted or top-dose-only effect, or another doubt; inactive = no such curve, though single readings can be large; an effect the other way counts as inactive or inconclusive. This is a random part of the collection; any-hit rate near 12%.
SMILES	HT1080NT lethal	HT1080 IDH1KD tx	WRN inhibitor	IL-1B inflam inh	MCF10A rereplic	SW480 rereplic	KB-3-1 tox	ATXN2 expr inh	KB-V1 MDR tox
CC(=O)C1=C(C)NC(SCC(=O)c2cc(Cl)ccc2Cl)=C(C#N)C1c1ccco1 (centres undefined)	?	?	-25%	?	?	?	-19%	?	0%
Cc1cccc(NC(=O)c2nc[nH]c2C(=O)NCCN(CCNC(=O)c2[nH]cnc2C(=O)Nc2cccc(C)c2)CCNC(=O)c2[nH]cnc2C(=O)Nc2cccc(C)c2)c1	13%	9%	-9%	-23	-1%	-6%	?	4%	1%
NS(=O)(=O)c1ccc(NC(=S)NCCc2ccccc2)cc1	0%	-2%	-1%	70	10%	?	-1%	·	7%
O=C(N/N=C/c1ccccn1)c1cc(-c2cccc3ccccc23)n[nH]1	-29%	-24%	1%	0	?	27%	6%	-21%	21%
Cc1c(C)c(C)c(S(=O)(=O)N2CCSCC2)c(C)c1C	3%	2%	5%	38	?	-6%	-1%	2%	-2%
CC(=O)c1cnn(-c2nc3c(C)cccc3s2)c1C	0%	4%	-11%	0	?	0%	?	143%[activator]	?
O=S(=O)(NC1CCN(S(=O)(=O)c2ccc3c(c2)OCCO3)C1)c1c(F)cccc1F (centres undefined)	·	·	·	·	5%	5%	-6%	-3%	8%
Cc1ccnn1CC(=O)N/N=C/c1c[nH]c2ccccc12	2%	-12%	-2%	6	0%	-7%	-8%	-3%	23%
O=C1OC2(CCCCC2)OC(=O)C1=CNc1nc2ccccc2s1	5%	1%	0%	5	6%	1%	4%	20%	4%
COc1ccc(Nc2nc(N3CCCCC3)c3ccccc3n2)cc1	-25%	?	-4%[57.1 µM]	-101*	19%	7%	?	?	21µM*
O=C(C[n+]1cc(Br)cc(Br)c1)c1ccc(Cl)cc1	-3%	3%	-1%	20	4%	6%	-9%	1%	-1%
Cc1noc(C)c1COC(=O)c1ccc2c(c1)OCO2	20%	9%	-2%	2	-21%	1%[9.22 µM]	26%	6%	6%
COc1cccc(NC(=O)CSc2nc3ccccc3nc2N2CCOCC2)c1	-2%	-24%	-2%	?	4%	0%	-21%	66%[activator]	5%
CCn1c(N)c(Br)c(=O)[nH]c1=O	3%	5%	16%	-16	1%	1%	-5%	·	-1%
COc1ccc(C(=O)N(C)C(C)c2nccs2)cc1OC1CCN(C(C)=O)CC1 (centres undefined)	-8%	-1%	10%	-7	·	·	0%	·	24%
O=[N+]([O-])c1ccc(Cl)c(/C=N/N2CCN(Cc3ccccc3Cl)CC2)c1	1%	0%	-6%	-7	16%	16%	-18%	-3%	-10%
COc1ccccc1N(CC(=O)Nc1cc(C)on1)S(=O)(=O)c1cccc(C(F)(F)F)c1	-15%	-3%	-7%	4	0%	1%	0%	11%	2%
COc1ccc(NC(=O)C2CC(=O)N/C(=N/NC(=O)c3ccc(Cl)cc3)S2)cc1 (centres undefined)	1%	4%	9%	1	11%	-9%	-15%	5%	-3%
CCCCNCCS(=O)(=O)NCc1ccccc1	5%	13%	3%	24	7%	2%	0%	3%	0%
CCOC(=O)CNC(=O)c1cccnc1Oc1ccc(Cl)cc1	0%	-5%	1%	2	1%	-2%	2%	-21%	14%
Cc1cc(C)cc(NC(=O)C2CCCN(c3nccc(C)n3)C2)c1 (centres undefined)	-4%	-1%	2%	4	?	1%	5%	2%	-4%
O=C(COC(=O)c1cnccn1)c1ccc(OC(=O)c2ccccc2)cc1	14%	21%	-10%	6	-6%	1%	9%	7%	21%
CCOC(=O)[C@]12CCC=C1N(Cc1ccccc1)C(=O)[C@H](CC(=O)N1CCCCC1)C2	16%	13%	-5%	7	·	·	5%	-3%	?
CCOC(=O)Cc1csc(NC(=O)COc2ccccc2OCC)n1	-10%	-4%	-7%	-2	6%	-9%	-4%	·	1%
Cc1cc(C)n(-c2nnc(Cl)c3ccccc23)n1	10%	-3%	2%	-103*	?	?	11%	0%[11.3 µM]	12%
Cc1cccnc1NC(=O)COc1ccc2c(c1)CCC2	?	21%	-9%	-6	-8%	-60%[inhibitor]	3%	13%	0%
CC(=O)Oc1ccc(Cn2c(C)c(C(=O)NCc3ccccc3C(F)(F)F)sc2=O)cc1	?	-20%	-2%[57.1 µM]	-7	·	·	-16%	-13%	?
O=C1OCCN1C(=O)[C@H]1[C@H](c2ccc([N+](=O)[O-])cc2)C(c2ccccc2)=NN1c1ccccc1	-10%	-27%	1%	-8	3%	-6%	0%	-18%	0%
CCCCn1c(CN2CCN(C(=O)c3ccco3)CC2)nc2c1c(=O)n(C)c(=O)n2C	1%	2%	-7%	0	-6%	-15%	-5%	-5%	0%
CCCCN(C(=O)c1ccc2c(c1)S(=O)(=O)N=C1CCCCCN12)c1c(N)n(CCCC)c(=O)[nH]c1=O	4%	4%	-8%	5	-18%	-77%[inhibitor]	5%	4%	0%

# Record cards, from the list above. Values in the order: HT1080NT lethal	HT1080 IDH1KD tx	WRN inhibitor	IL-1B inflam inh	MCF10A rereplic	SW480 rereplic	KB-3-1 tox	ATXN2 expr inh	KB-V1 MDR tox
# O=C1OC2(CCCCC2)OC(=O)C1=CNc1nc2ccccc2s1 across the screens: 5%	1%	0%	5	6%	1%	4%	20%	4%
# COc1ccc(NC(=O)C2CC(=O)N/C(=N/NC(=O)c3ccc(Cl)cc3)S2)cc1 (centres undefined) across the screens: 1%	4%	9%	1	11%	-9%	-15%	5%	-3%

# More entries.
SMILES	HT1080NT lethal	HT1080 IDH1KD tx	WRN inhibitor	IL-1B inflam inh	MCF10A rereplic	SW480 rereplic	KB-3-1 tox	ATXN2 expr inh	KB-V1 MDR tox
CNc1nc(-c2ccc3c(c2)CCN3C(=O)c2ccc(F)cc2)cs1	-8%	-4%	1%	-7	6%	-7%	5%	·	?
CC(C)c1ccc2oc(-c3ccc(NC(=O)c4ncn[nH]4)cc3)nc2c1	-3%	?	-3%	1	-13%	-2%	-16%	-20%	-31%
CCOC(=O)N1CCN(C(=O)COC(=O)C2CCN(S(=O)(=O)c3ccc(C)c(C)c3)CC2)CC1	10%	2%	-2%	19	-5%	-5%	4%	7%	0%
COC(=O)c1ccccc1NC(=O)Oc1ccc(C(C)C)cc1	1%	3%	-2%	9	-4%	-7%	0%	-1%	9%
O=C(NC1=NCCS1)C1Cc2ccccc2CN1C(=O)c1ccccc1 (centres undefined)	9%	10%	-8%	22	?	-12%	1%	31%[activator]	2%
Cc1ccc(N(CC(=O)Nc2c(C)n(C)n(-c3ccccc3)c2=O)S(C)(=O)=O)cc1C	16%	18%	-17%	0	2%	-3%	20%	8%	?
COc1ccccc1/C=C(/C(=O)NCCCn1ccnc1)c1ccccc1	-4%	1%	10%	-16	?	-26%	-4%	-27%	-2%
Oc1ccc(/C=N/Nc2ccc(C(F)(F)F)cn2)cc1	?	?	-2%	-95*	-1%	9.2µM*	?	24%[11.3 µM]	-11%
Cc1cc(Br)cc2c(C(=O)NCC3CCCO3)cc(-c3ccccc3)nc12 (centres undefined)	3%	-4%	?	2	23%	?	·	-12%	·
COC(=O)c1ccc(COc2cc(O)c3c(c2)OC(C)(C)CC3=O)cc1	2%	-18%	-14%	19	15%	5%	-7%	13%	-3%
CC1CC(C)CN(C(=O)Cn2c(=O)n(CCCCC(=O)NC3CCCC3)c(=O)c3ccccc32)C1 (centres undefined)	-1%	7%	-6%	-22	1%	0%	0%	-31%	9%
CCN(CC)c1ccc(C(=O)NNC(=O)Cn2c(=O)cnc3ccccc32)cc1	13%	-1%	-5%	-3	·	·	6%	·	-1%
COC(=O)CSc1nc2c(c(C3CC=CCC3)c1C#N)CCC2 (centres undefined)	6%	-8%	-6%	7	18%	-3%[9.22 µM]	0%	4%	18%
CC(C(=O)Nc1ccc2c(c1)OCCO2)c1ccc([N+](=O)[O-])cc1 (centres undefined)	13%	26%	3%	7	0%	5%	19%	3%	-7%
COc1ccc(NC(=O)/C(C#N)=C/c2ccc(OCCN3CCOCC3)c(OC)c2)c(OC)c1	14%	7%	-5%	14	15%	-20%	20%	15%	0%
COc1cc(-c2nc(CN3CCN(C(=O)c4ccco4)CC3)c(C)o2)ccc1F	16%	-1%	2%	0	2%	-2%	?	-1%	3%
CCCN1Cc2cccc(C(=O)Nc3ccc4c(c3)OCO4)c2C1=O	13%	12%	-2%	-15	?	-4%	-12%	5%	-28%
COc1cccc(NC(=O)c2ccc(CN3CCc4ccccc4C3)cc2)c1	-10%	-18%	-11%	?	?	4%	-2%	70%[activator]	0%
O=C(NC(=S)N1CCN(c2ccccc2)CC1)c1ccc(S(=O)(=O)N2CCOCC2)cc1	4%	9%	-7%	-10	0%	?	2%	-12%	-1%
Cc1c(Cl)cccc1NC(=S)N(Cc1ccccc1)Cc1cccnc1	-1%	-20%	-1%	-25	5%	-2%	2%	-4%	?
O=C(Nc1ccc2ccccc2c1)C(c1ccccc1F)n1c(=O)c(-c2cc3ccccc3[nH]2)nc2ccccc21 (centres undefined)	?	?	-8%	75	·	·	-8%	·	0%
Cc1ccc(Nc2cc(-n3nc(C)cc3C)ncn2)cc1	-1%	-1%	3%	-24	6%	2%	-1%	-1%	-3%
CC1(NC(=O)c2cccc(S(=O)(=O)N3CCCc4ccccc43)c2)CCS(=O)(=O)C1 (centres undefined)	0%	-3%	1%	6	4%	2%	22%	3%	?
CC[C@@H]1CCCCc2ccccc2[C@@H](C(=O)C[C@H](O)CC(C)=O)OC1=O	1%	-1%	-12%	-20	?	?	-23%	0%	0%
COc1ccc(OCCn2ccnc2)cc1	4%	1%	6%	22	10%	-27%	-1%	-4%	-17%
